SIAH1 antagonists = blockers of Siah-1 interaction with plectin peptide – biochemical, fluorescence polarization, rhodamine-plectin, uHTS, primary screen (AID 1817). Siah-1 / rhodamine-plectin peptide fluorescence polarization; higher % means a stronger effect. displacement, % at 20 µM; hits with a dose series show IC50 in µM. 290,000 tested, 0.02% active;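 active = displacement of at least 50% at 20 µM, with a fluorescence ratio check between 0.3 and a set limit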;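 note: plate controls were Siah plus tracer with DMSO for no effect and tracer alone without Siah for full effect; strong numbers were not always called active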
Rac1 GTP hydrolysis = MgcRacGAP GTPase-activating activity inhibitors, confirmation, biochemical, ADP Hunter fluorescence. 340,000 tested, 0.6% active. one-dose inhibition, % at 30 µM; IC50 in µM for titrated hits. MgcRacGAP-stimulated Rac1 GTP hydrolysis, ADP Hunter fluorescence; higher % means a stronger effect; GST-tagged Rac1 F28L mutant substrate;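 active = first-screen hits whose inhibition reached a set limit at any dose in the follow-up dose series; inconclusive = inhibition above the set first-screen limit but never retested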;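 note: fluorescence reports GDP produced by GAP-driven GTP hydrolysis; strong numbers were not always called active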
SV40 large T antigen = TAg ATPase/helicase activity blockers – biochemical (AID 1903). SV40 large T antigen ATPase/helicase inhibition assay; higher % means a stronger effect. inhibition, % at 20 µM, or IC50 in µM where a hit was titrated. 310,000 tested, 0.39% active; in the data active = a potency from the dose series; inconclusive = inhibition mostly from about 32% at the one dose, without a potency; inactive = the rest, 99 in 100 with inhibition below about 32%; note: strong numbers were not always called active
XIAP antagonists = small molecules displacing peptide from XIAP – biochemical, IAP family, fluorescence polarization (AID 1018) | 200,000 tested, 0.007% active | displacement, % at 20 µM, or IC50 in µM where a hit was titrated | XIAP BIR domain, fluorescence polarization peptide displacement; higher % means a stronger effect; in the data active = displacement above about 50%; note: a part of the inactive calls stands beside numbers as strong as those of hits
AID2073 = inhibitors of Mint1-CaV2.2 protein interaction, biochemical, HTRF (AID 2073). HTRF protein-protein interaction, Mint1-CaV2.2; higher % means a stronger effect. inhibition, % at 20 µM; hits with a dose series show IC50 in µM. 290,000 tested, 0.19% active; in the data active = inhibition mostly above about 51%, no sharp cut-off; inconclusive = no clear call, values can overlap the other calls; inactive = mostly below about 53%; note: some results filed as inactive read as strong as hits
HIV fusion peptide = inhibitors of HIV fusion peptide binding, primary screen, biochemical, uHTS, fluorescence dequenching (AID 1986); cell-free peptide binding, fluorescence dequenching, 30 min; higher % means a stronger effect; one-dose inhibition, % at 20 µM; IC50 in µM for titrated hits; 290,000 tested, 0.3% active; in the data active = inhibition mostly above about 52%, no sharp cut-off; inactive = mostly below about 76%; note: some results filed as inactive read as strong as hits
RSV CPE inhibition = RSV antiviral activity via CPE protection, HEp-2 cells, primary 10 µM value included (AID 2391) | HEp-2 cells, RSV-induced CPE inhibition; higher % means a stronger effect | one-dose CPE inhibition, % at 10 µM; IC50 in µM for titrated hits | 310,000 tested, 0.13% active; in the data active = a potency from the dose series; inconclusive = CPE inhibition mostly from about 23% at the one dose, without a potency; inactive = the rest, 99 in 100 with CPE inhibition below about 21%; note: strong numbers were not always called active
LYP phosphatase = inhibitors of LYP phosphatase, biochemical, fluorescence intensity, uHTS (AID 1779); recombinant LYP phosphatase, fluorescence intensity; higher % means a stronger effect; inhibition, % at 11.5 µM; hits with a dose series show IC50 in µM; 290,000 tested, 0.054% active; in the data active = inhibition above about 50%;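 note: plate controls were vehicle with enzyme for no effect and no enzyme for full effect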
NS5 inhibitors = Dengue-2 NS5 methyltransferase inhibitors, primary screen, biochemical, confirmation dose response (AID 588689) | Dengue-2 NS5 methyltransferase capping enzyme assay, biochemical; higher % means a stronger effect | inhibition, % at 25 µM; hits with a dose series show IC50 in µM | 340,000 tested, 0.3% active; in the data active = a potency from the dose series; inconclusive = inhibition above about 29% without an active follow-up result
* = called active by the depositor; ? = inconclusive; nt = no result given.

SIAH1 antagonists,Rac1 GTP hydrolysis,SV40 large T antigen,XIAP antagonists,AID2073,HIV fusion peptide,RSV CPE inhibition,LYP phosphatase,NS5 inhibitors,smiles
-2%,-9%,5%,nt,1%,-0.7%,0.0%,-8%,-6%,CCc1c(C)nc2cc(-c3ccc(Cl)cc3)[nH]n2c1=O
0%,13%,7%,nt,18%,-1.8%,2.1%,-8%,-1%,CN1C(C(=O)NCc2ccco2)CC2Cn3c(nc4cc(Cl)c(Cl)cc43)C21 (stereo not drawn)
nt,1%,11%,nt,nt,nt,0.7%,nt,-5%,CC#CCN1c2ccccc2[C@]23C[C@@H](C(=O)OC)N(C(=O)NC4CCCCC4)C2=NC(C(=O)OC)=C(C(=O)OC)[C@H]13
-1%,8%,-2%,-2.4%,-2%,0.8%,1.0%,-9%,-7%,Cc1cc(C)nc(N2CCCC(C(=O)NCCc3cccc(F)c3)C2)n1 (stereo not drawn)
-4%,nt,19%,-0.8%,-20%,7.1%,-2.5%,-4%,nt,Oc1c(C(c2cccs2)N2CCN(c3ccccc3)CC2)ccc2cccnc12 (stereo not drawn)
11%,6%,4%,nt,5%,-1.1%,1.7%,-5%,-4%,COc1ccc(/C=N/n2nnnc2N)c(OC)c1
3%,6%,4%,-1.5%,13%,-0.4%,2.6%,-6%,-6%,CCOC(=O)Oc1ccc2oc(=O)cc(C)c2c1
nt,5%,3%,nt,nt,nt,-2.1%,nt,9%,Cc1nnc(SCC(=O)Nc2ccc3[nH]c(=O)[nH]c3c2)s1
6%,nt,22%,-6.0%,-1%,1.1%,1.5µM*,1%,nt,COC(=O)C1=C(C)N(Cc2ccco2)C(=O)N[C@H]1c1cccc(C(F)(F)F)c1
3%,3%,1%,-1.8%,13%,3.4%,0.4%,-8%,2%,CCOC(=O)c1[nH]c(C)c(C(=O)OCC(=O)N2CCc3ccccc32)c1C
4%,5%,14%,-0.1%,-2%,1.2%,1.6%,4%,-1%,CCc1ccc(OCC(=O)NC(=S)Nc2cccc(CO)c2)c(Br)c1
-3%,8%,34%,-10%,-18%,2.3%,-0.7%,-7%,6%,O=C(NC1CCCC1)C(c1ccncc1)N(Cc1cccs1)C(=O)c1csnn1 (stereo not drawn)
13%,3%,3%,-5.5%,32%,-1.3%,2.5%,-5%,-1%,CC(=O)c1c(C)[nH]c(C(=O)O)c1C
-4%,4%,4%,-5.7%,0%,-2.3%,1.2%,0%,-6%,CC(C)(C)CC(C)(C)NCC(O)COCCOc1ccc(Br)cc1 (stereo not drawn)
3%,17%,19%,nt,4%,1.1%,0.5%,-13%,-5%,COC(=O)CC(c1ccccc1F)N1Cc2ccccc2C1=O (stereo not drawn)
-5%,15%,13%,-15%,-1%,-1.9%,8.9%,2%,-3%,CN(C)c1cccc(C(=O)NNC(=S)NC2CC3CCC2C3)c1 (stereo not drawn)

Part of the list above in order of formula weight, high to low.
SIAH1 antagonists,Rac1 GTP hydrolysis,SV40 large T antigen,XIAP antagonists,AID2073,HIV fusion peptide,RSV CPE inhibition,LYP phosphatase,NS5 inhibitors,smiles
4%,5%,14%,-0.1%,-2%,1.2%,1.6%,4%,-1%,CCc1ccc(OCC(=O)NC(=S)Nc2cccc(CO)c2)c(Br)c1
3%,17%,19%,nt,4%,1.1%,0.5%,-13%,-5%,COC(=O)CC(c1ccccc1F)N1Cc2ccccc2C1=O (stereo not drawn)
13%,3%,3%,-5.5%,32%,-1.3%,2.5%,-5%,-1%,CC(=O)c1c(C)[nH]c(C(=O)O)c1C

Remaining list, next part.
SIAH1 antagonists,Rac1 GTP hydrolysis,SV40 large T antigen,XIAP antagonists,AID2073,HIV fusion peptide,RSV CPE inhibition,LYP phosphatase,NS5 inhibitors,smiles
0%,10%,9%,-9.3%,-4%,0.4%,4.1%,-11%,6%,CN1C(=O)C2(Oc3ccccc3C3CC(c4ccccc4)=NN32)c2ccccc21 (stereo not drawn)
3%,12%,20%,-5.7%,-6%,-2.2%,-0.8%,-10%,-3%,C=CCNC(=S)Nc1ccc2nc(C)c(C)nc2c1
6%,3%,3%,-4.9%,2%,-1.0%,2.8%,-7%,-4%,Cc1nc2c(c(C)nn2-c2ccccc2)c(C)c1Cl
4%,6%,-5%,0.8%,4%,0.0%,-0.2%,-1%,-4%,COc1ccc(C(=O)Nc2cccc(C(=O)N3CCN(C)CC3)c2)cc1
12%,10%,12%,nt,-1%,-1.1%,11%,-2%,-5%,CCOC(=O)c1c(C)[nH]c(N=Nc2ccc(OC)cc2)c1C
1%,5%,10%,nt,9%,1.2%,-0.8%,-8%,1%,COc1ccc(CN2CCC(n3nccc3NC(=O)C3CC3)CC2)cc1O
nt,2%,2%,nt,nt,nt,0.5%,nt,-11%,CCSc1ccc([C@@H]2[C@H]3C(=O)N(C)C(=O)[C@H]3[C@]3(C(=O)OC)CCCCN23)cc1
6%,9%,7%,-2.4%,1%,1.7%,6.8%,-3%,-1%,c1ccc(-c2cc(-c3ccncc3)nc3ccc4ccccc4c23)cc1
2%,5%,13%,-4.5%,-4%,-2.0%,9.7%,-8%,-4%,Cc1ccc2c(c1)nnn2C1CCN(S(=O)(=O)c2cccc(S(=O)(=O)N(C)C)c2)CC1
12%,9%,6%,-6.2%,0%,5.6%,4.5%,0%,4%,O=C(Nc1nc2ccccc2c(=O)[nH]1)c1ccccc1SCc1ccccc1
1%,15%,10%,nt,4%,-0.5%,1.5%,1%,0%,CC(=O)Nc1cccc(NC(=O)c2ccc3c(c2)CCN3S(C)(=O)=O)c1
2%,4%,12%,-0.8%,0%,-1.9%,6.1%,-4%,-2%,CSc1cccc(NC(=O)CN(Cc2ccc(Cl)cc2)S(C)(=O)=O)c1
1%,7%,9%,-6.7%,1%,2.8%,nt,-5%,-3%,O=C(CSCC(=O)NC1CC1)Nc1ccc2ccccc2c1
0%,4%,2%,-3.0%,0%,-0.5%,1.5%,-4%,-8%,CSc1nc(C)cc(NC(N)=O)n1
0%,8%,0%,-21%,-22%,-2.8%,1.0%,-6%,-18%,CCCCn1c(-c2nn(C)cc2Cl)n[nH]c1=S
6%,10%,6%,nt,1%,0.4%,1.3%,-3%,-9%,COc1ccc(CN2CCNC(=O)C2CC(=O)NCCCC2CCCC2)c(C)c1C (stereo not drawn)
2%,1%,6%,-4.0%,4%,2.3%,1.3%,0%,-1%,C/C(=N\Nc1ccc(C(=O)O)cc1)c1ccc(-n2ccnc2)cc1
-16%,6%,33%,-5.1%,50%,21%,7.0%,-1%,-12%,Cc1ncc(CO)c(/C=N/NC(=S)Nc2ccc(Cl)c(Cl)c2)c1O
1%,5%,0%,-2.6%,-4%,1.1%,0.4%,0%,1%,CCCN1C(=O)c2ccc(C(=O)NCc3ccco3)cc2C1=O
-7%,31%,28%,nt,-6%,-1.4%,?,-2%,-2%,COc1ccc(N2CCN(C(=O)C3CCCN(S(=O)(=O)c4c(C)noc4C)C3)CC2)cc1 (stereo not drawn)
2%,nt,5%,nt,-3%,-0.3%,-0.4%,-8%,nt,Cc1ccc(OCC(=O)O/N=C(\N)c2ccccn2)cc1C
-6%,4%,7%,-3.7%,5%,26%,-1.8%,-6%,-20%,O=C1/C(=C/c2c[nH]c3ccccc23)CCC/C1=C\c1c[nH]c2ccccc12
1%,1%,?,-3.3%,-6%,-1.1%,11%,-7%,0%,O=C(C1CCC1)N1CCc2cc(S(=O)(=O)NCc3ccccn3)ccc21
-6%,7%,11%,-4.1%,5%,-0.2%,76%,-8%,-2%,COc1cc(N)c(Cl)cc1NC(=O)c1ccccc1
8%,2%,20%,-3.5%,-3%,0.7%,2.3%,-7%,-7%,Cc1cc(C)cc(C(=O)OCC(=O)NCC(F)(F)F)c1
10%,12%,?,-6.6%,4%,0.2%,3.1%,-4%,-4%,NS(=O)(=O)c1ccc(CCNC(=O)c2ccc(Br)s2)cc1
6%,0%,nt,-4.8%,0%,-0.5%,0.0%,-6%,-2%,O=C(NCCCN1CCOCC1)C(=O)NCc1ccccc1
-3%,22%,13%,-0.8%,49%,0.2%,0.8%,-3%,-12%,CN(C(=S)NC(=O)Cc1ccccc1)c1ccccc1
2%,10%,3%,-4.9%,6%,2.7%,1.2%,2%,1%,Cc1ccc(NC(=O)N(Cc2ccc3c(c2)OCO3)Cc2cc3cc4c(cc3[nH]c2=O)OCCO4)cc1
-3%,nt,0%,-3.1%,-5%,0.9%,18%,-6%,nt,COc1ccccc1CNC(=O)c1cccc(-c2ccc(C)c3ccccc23)n1
2%,12%,34%,-6.6%,34%,1.0%,16%,4%,-10%,Cc1noc(/C=C/c2ccco2)c1S(=O)(=O)N1CCC(C(=O)N2c3ccccc3CC2C)CC1 (stereo not drawn)
4%,13%,17%,-24%,-4%,0.6%,3.1%,-9%,-3%,Nn1c(SCC(=O)N2CCc3ccccc3C2)nnc1-c1cccs1

Next section, starting with the last 2 of the part before.
SIAH1 antagonists,Rac1 GTP hydrolysis,SV40 large T antigen,XIAP antagonists,AID2073,HIV fusion peptide,RSV CPE inhibition,LYP phosphatase,NS5 inhibitors,smiles
2%,12%,34%,-6.6%,34%,1.0%,16%,4%,-10%,Cc1noc(/C=C/c2ccco2)c1S(=O)(=O)N1CCC(C(=O)N2c3ccccc3CC2C)CC1 (stereo not drawn)
4%,13%,17%,-24%,-4%,0.6%,3.1%,-9%,-3%,Nn1c(SCC(=O)N2CCc3ccccc3C2)nnc1-c1cccs1
0%,8%,9%,nt,14%,0.7%,1.3%,-5%,6%,CCOC(=O)C(NC(=O)CC)(Nc1ccc(S(N)(=O)=O)cc1)C(F)(F)F (stereo not drawn)
16%,20%,22%,-4.8%,47%,27%,2.8%,7%,4%,Cn1c(SCC(=O)N/N=C/C=C/c2ccco2)nc2ccccc21
-4%,9%,4%,nt,9%,0.1%,3.2%,-1%,1%,Cc1cc2oc(=O)cc(CN(C)Cc3ccc(OC(F)F)cc3)c2cc1Cl
-5%,15%,-1%,-2.3%,-18%,-2.8%,-2.1%,-9%,6%,O=C1Nc2ccccc2Nc2ncccc21

Source: PubChem (several laboratories)

The order is random; about 1.7% have a hit in one of these screens.
